Compound activity (PubChem BioAssay)
NOD1 NF-kB reporter = inhibition of NOD1-driven NF-kB reporter – cell-based, luminescence, uHTS, primary screen (AID 1578); 1% of 290,000 active; one-dose inhibition, % at 4 µM; EC50 in µM for titrated hits; NOD1-driven NF-kB luciferase reporter cells, luminescence; higher % means a stronger effect; in the data active = inhibition mostly above about 36%, no sharp cut-off; inactive = mostly below about 34%;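 also: HEK-293T reporter cells stimulated with the NOD1 agonist gamma-tri-DAP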
KOR beta-arrestin-1 = KOR antagonists, beta-arrestin recruitment, cell-based, luminescence, uHTS (AID 1778); KOR beta-arrestin recruitment, luminescence, antagonist mode; higher % means a stronger effect; inhibition, % at 10 µM, or IC50 in µM where a hit was titrated; 0.091% of 290,000 active; also: strong numbers were not always called active
KOR beta-arrestin-2 = kappa opioid receptor activators – cell-based, luminescence, uHTS, primary screen (AID 1777). KOR beta-arrestin recruitment, luminescence; higher % means a stronger effect. one-dose activation, % at 10 µM; EC50 in µM for titrated hits. 0.02% of 280,000 active; in the data active = activation above about 50%, passing the limit was not always enough; also: a part of the inactive calls stands beside numbers as strong as those of hits
NOD2 inhibition = inhibition of NOD2-driven NF-kB reporter – cell-based, luminescence, uHTS, HEK293 (AID 1566); HEK293 NOD2/NF-kB luciferase reporter, luminescence; higher % means a stronger effect; inhibition, % at 4 µM; hits with a dose series show EC50 in µM; 0.63% of 290,000 active; also: many of its hits are not listed in these tables
Yfh1-depleted yeast = mitochondrial function rescue without frataxin homolog – Friedreich's ataxia, plus single-dose screen, dose response (AID 1465) | S. cerevisiae Yfh1-off respiration, WST-1 reduction, 72 h; higher fold induction means a stronger effect | one-dose fold induction at 50 µM; EC50 in µM for titrated hits | 0.074% of 220,000 active;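 active = fold induction of absorbance versus untreated yeast above a set limit, then at least 30% activation at any dose in follow-up; inconclusive = repeats straddling the limit, or above it without dose testing; inactive = fold induction below the set limit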;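 also: activators that raise dye reduction in frataxin-depleted yeast; strong numbers were not always called active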
AID2073 = inhibitors of Mint1-CaV2.2 protein interaction, biochemical, HTRF (AID 2073) | 0.19% of 290,000 active | HTRF protein-protein interaction, Mint1-CaV2.2; higher % means a stronger effect | inhibition, % at 20 µM; hits with a dose series show IC50 in µM; in the data active = inhibition mostly above about 51%, no sharp cut-off; inconclusive = no clear call, values can overlap the other calls; inactive = mostly below about 53%; also: some results filed as inactive read as strong as hits
HIV peptide binding = inhibitors of HIV fusion peptide binding, primary screen, biochemical, uHTS, fluorescence dequenching (AID 1986); cell-free peptide binding, fluorescence dequenching, 30 min; higher % means a stronger effect; inhibition, % at 20 µM, or IC50 in µM where a hit was titrated; 0.3% of 290,000 active; in the data active = inhibition mostly above about 52%, no sharp cut-off; inactive = mostly below about 76%; also: some results filed as inactive read as strong as hits
West Nile antiviral = West Nile virus antiviral activity, cell-based, CPE readout (AID 1621); West Nile virus-infected cells, CPE inhibition; higher % means a stronger effect; CPE inhibition, % at 10 µM; hits with a dose series show IC50 in µM; 0.02% of 290,000 active; in the data active = a potency from the dose series; inconclusive = CPE inhibition mostly from about 3.7% at the one dose, without a potency; inactive = the rest, 99 in 100 with CPE inhibition below about 2.2%; also: strong numbers were not always called active
Dengue-2 NS5 capping = Dengue-2 NS5 methyltransferase inhibitors, primary screen, biochemical, confirmation dose response (AID 588689); Dengue-2 NS5 methyltransferase capping enzyme assay, biochemical; higher % means a stronger effect; one-dose inhibition, % at 25 µM; IC50 in µM for titrated hits; 0.3% of 340,000 active; in the data active = a potency from the dose series; inconclusive = inhibition above about 29% without an active follow-up result
Dengue-2 NS5 capping pilot replicate = further read-out of Dengue-2 NS5 capping, marked with its call; inhibition, %; measured here: pilot screen replicate inhibition
The depositor's hits bear a star; i = inactive; ? = inconclusive; / = not tested or not shown; [ ] = another dose, or the depositor's remark. Rule as the data show it, unless noted: active = inhibition above about 50%; inactive = the rest. An excerpt. The share of hits here may be higher or lower than overall.

SMILES	NOD1 NF-kB reporter	KOR beta-arrestin-1	KOR beta-arrestin-2	NOD2 inhibition	Yfh1-depleted yeast	AID2073	HIV peptide binding	West Nile antiviral	Dengue-2 NS5 capping	others
O=C(CN1C(=O)C2(OCCO2)c2ccccc21)c1ccc(Cl)cc1	-1%	-14%	-1.2%	15%	i	10%	-2.2%	-0.5%	-3%
COc1cccc(-c2csc(N3CCN(C(=O)Nc4ccccc4OC)CC3)n2)c1	-21%	27%	-2.0%	18%	i	-8%	-1.9%	0.2%	-3%
COc1ccc(C(=O)N2CCOC2CNC(=O)C(=O)NCc2ccccc2Cl)cc1 (configuration not stated)	-22%	-2%	-3.0%	2%	/	11%	0.4%	-0.3%	-3%
COc1cc(C)c(NC(=O)C(=S)N2CCCC2)cc1C	-22%	-31%[20 µM]	-0.9%	6%	i	-3%	-2.5%	-0.3%	-4%
CN(C)NC(=O)C12CCC(C)(C(=O)O1)C2(C)C (configuration not stated)	-13%	0%	-5.2%	5%	i	-6%	-1.1%	0.4%	-4%
Cc1cccc(OCc2nnc(SCc3cc(=O)[nH]c4ccccc34)n2-c2ccccc2)c1	-18%	16%	-3.8%	20%	i	-10%	-5.5%	-1.3%	-10%
CCOC(=O)C1CCN(C(=O)c2ccccc2N(C)S(=O)(=O)c2ccccc2)CC1	-32%	6%	-2.6%	6%	i	35%	-1.0%	0.0%	-2%
O=C(NCc1ccccc1)C(c1ccc(F)cc1)N(Cc1cccs1)C(=O)c1cnccn1 (configuration not stated)	-28%	31%	19%	9%	i	3%	-0.4%	-0.7%	0%
C=CCNC(=O)C(=O)NCC1CCCN1CC (configuration not stated)	-37%	-8%	-5.0%	5%	i	-1%	-0.4%	0.1%	-11%
O=C(c1ccccc1)c1ccc(OC(=O)N2CCOCC2)cc1	-1%	10%	-7.8%	8%	i	3%	-1.1%	-0.8%	-3%
Cc1cccc(NC(=O)CN(c2ccc(C(C)C)cc2)S(=O)(=O)c2c(C)nn(C)c2C)n1	7%	-3%	5.5%	8%	i	4%	0.8%	-0.6%	-3%
COc1ccc(-c2ccc(SC)nn2)cc1	-9%	-6%	3.8%	-17%	i	2%	0.0%	-1.1%	-3%

5 compounds from above, ordered by heavy-atom count, smallest number first.
SMILES	NOD1 NF-kB reporter	KOR beta-arrestin-1	KOR beta-arrestin-2	NOD2 inhibition	Yfh1-depleted yeast	AID2073	HIV peptide binding	West Nile antiviral	Dengue-2 NS5 capping	others
COc1ccc(-c2ccc(SC)nn2)cc1	-9%	-6%	3.8%	-17%	i	2%	0.0%	-1.1%	-3%
CN(C)NC(=O)C12CCC(C)(C(=O)O1)C2(C)C (configuration not stated)	-13%	0%	-5.2%	5%	i	-6%	-1.1%	0.4%	-4%
COc1cc(C)c(NC(=O)C(=S)N2CCCC2)cc1C	-22%	-31%[20 µM]	-0.9%	6%	i	-3%	-2.5%	-0.3%	-4%
CCOC(=O)C1CCN(C(=O)c2ccccc2N(C)S(=O)(=O)c2ccccc2)CC1	-32%	6%	-2.6%	6%	i	35%	-1.0%	0.0%	-2%
Cc1cccc(NC(=O)CN(c2ccc(C(C)C)cc2)S(=O)(=O)c2c(C)nn(C)c2C)n1	7%	-3%	5.5%	8%	i	4%	0.8%	-0.6%	-3%

Returning to the listing; the four compounds before the break are reprinted first.
SMILES	NOD1 NF-kB reporter	KOR beta-arrestin-1	KOR beta-arrestin-2	NOD2 inhibition	Yfh1-depleted yeast	AID2073	HIV peptide binding	West Nile antiviral	Dengue-2 NS5 capping	others
C=CCNC(=O)C(=O)NCC1CCCN1CC (configuration not stated)	-37%	-8%	-5.0%	5%	i	-1%	-0.4%	0.1%	-11%
O=C(c1ccccc1)c1ccc(OC(=O)N2CCOCC2)cc1	-1%	10%	-7.8%	8%	i	3%	-1.1%	-0.8%	-3%
Cc1cccc(NC(=O)CN(c2ccc(C(C)C)cc2)S(=O)(=O)c2c(C)nn(C)c2C)n1	7%	-3%	5.5%	8%	i	4%	0.8%	-0.6%	-3%
COc1ccc(-c2ccc(SC)nn2)cc1	-9%	-6%	3.8%	-17%	i	2%	0.0%	-1.1%	-3%
O=C(O)CCCCCNC(=O)c1cccc(Br)c1	-14%	-4%	-1.3%	-9%	i	5%	-0.8%	0.6%	-1%
C/C(=N\NC(=O)c1ccc(Cl)cc1)c1ccc(Br)s1	/	20%	-2.7%	/	i	17%	0.2%	-0.5%	-9%
CC1(C)Cc2c(C#N)c(OCC(=O)c3ccc(Cl)cc3)nc(-c3ccoc3)c2CO1	-54%	-44%	-3.0%	-4%	i	18%	-1.0%	-0.2%	0%
COc1ccc(NC(=O)CN(C)S(=O)(=O)c2cccc3cccnc23)cc1	-12%	-23%	6.9%	5%	i	8%	0.3%	0.1%	0%
CCOc1ccc2nc(N(CCCN(C)C)C(=O)c3ccc4c(c3)CCCC4)sc2c1	-36%	8%	6.5%	6%	/	4%	-1.9%	?	9%
Cc1nc(N)sc1-c1csc(Nc2ccc(Cl)cn2)n1	-13%	-4%	-0.1%	4%	i	4%	18%	0.4%	-7%
CC(=O)Nc1cccc(NC(=O)CSc2nc3ccccc3o2)c1	43%	-8%	1.7%	-28%	i	4%	1.6%	-0.4%	-6%
Cc1ccc2nc(-c3ccc(N4C(=O)CC(N5CCN(CCO)CC5)C4=O)cc3)sc2c1 (configuration not stated)	-15%	10%	-0.3%	-4%	i	15%	7.0%	-0.2%	-10%
O=S(=O)(NC1CCCCC1)c1ccc(Br)s1	-13%	13%	-2.7%	-9%	/	2%	0.2%	-0.9%	-12%
CCOC(=O)c1cn2nc(SCc3ccccc3)nc2nc1C	-17%	12%	4.7%	-21%	/	-5%	-1.2%	-0.9%	-5%
CC1OC(OC2C(CO)OC(OC3C(CO)OC(O)C(O)C3O)C(O)C2O)C(O)C(O)C1N[C@@H]1C=C(CO)[C@@H](O)C(O)[C@H]1O (some centres not stated)	-12%	-40%[20 µM]	-2.5%	7%	/	13%	-0.6%	0.3%	1%
COc1ccc(N2CCN(C(=O)CNC(=O)c3ccc(Br)o3)CC2)cc1	-22%	1%	1.2%	10%	/	5%	-0.9%	-0.8%	-1%
CC(NC(=O)C1CC1)C(c1cccs1)N1CCOCC1 (configuration not stated)	-5%	-13%	2.9%	9%	i	-6%	0.3%	0.0%	-6%
CCC(=O)Oc1ccc(-c2nc(-c3cccnc3)no2)cc1	-55%	-18%	0.6%	-95%	i	-1%	-1.9%	0.5%	-9%	Dengue-2 NS5 capping pilot replicate=0.6
O=C(N[C@@H](Cc1ccccc1)C(=O)NCCc1c[nH]c2ccccc12)c1ccco1	-22%	-4%	-1.3%	-3%	/	2%	-0.3%	-0.7%	13%
O=C(NC1CCN(S(=O)(=O)c2cccc(F)c2)CC1)c1cccc(F)c1	-8%	-12%[20 µM]	0.9%	16%	/	3%	-0.3%	-0.3%	-2%
CC(C)n1c(S(=O)(=O)O)nc2ccccc21	-16%	3%	-0.4%	13%	i	0%	0.2%	0.6%	-2%
CC1CCN(c2nc3ccccn3c(=O)c2C=O)CC1	-16%	-44%[20 µM]	/	10%	i	4%	0.5%	0.0%	4%
COc1ccc(Cc2nnc(SCC(=O)N3CCCC3)o2)cc1	-48%	-32%[20 µM]	/	-9%	i	-10%	0.6%	-1.1%	-5%
O=C(C[n+]1cc(Br)cc2ccccc21)c1ccc(Cl)cc1	-9%	-22%	-2.2%	6%	/	-3%	22%	-1.2%	-3%
COCCn1c(SCC(=O)Nc2ccc(NC(C)=O)cc2)nc2ccccc2c1=O	-1%	-26%	1.7%	-5%	/	-8%	0.0%	0.1%	-5%
Cc1c(O)ccc2c(O)c(NC(=O)c3ccc4c(c3)CCC(C)(C)O4)c(=O)oc12	-1%	15%	-1.5%	10%	i	-5%	0.3%	-0.3%	-5%
N#CC1(c2ccccc2)CCC(=O)N1c1ccccc1 (configuration not stated)	-1%	4%	-3.1%	19%	i	14%	-0.9%	0.6%	-5%
COc1ccc(CNC(=O)C(OC(=O)c2ccco2)c2ccc(OC)cc2)cc1 (configuration not stated)	-21%	20%	1.7%	1%	i	6%	3.0%	-1.1%	0%

Overlap with the part before: 2 entries, then new ones.
SMILES	NOD1 NF-kB reporter	KOR beta-arrestin-1	KOR beta-arrestin-2	NOD2 inhibition	Yfh1-depleted yeast	AID2073	HIV peptide binding	West Nile antiviral	Dengue-2 NS5 capping	others
N#CC1(c2ccccc2)CCC(=O)N1c1ccccc1 (configuration not stated)	-1%	4%	-3.1%	19%	i	14%	-0.9%	0.6%	-5%
COc1ccc(CNC(=O)C(OC(=O)c2ccco2)c2ccc(OC)cc2)cc1 (configuration not stated)	-21%	20%	1.7%	1%	i	6%	3.0%	-1.1%	0%
CC(NC(=S)NC1CCCCC1)C(c1cccs1)N1CCOCC1 (configuration not stated)	-7%	17%	2.6%	17%	i	-6%	1.6%	-0.1%	-11%
O=C(/C=C/c1cccc([N+](=O)[O-])c1)OCC1CCCO1 (configuration not stated)	-19%	-26%[20 µM]	-1.7%	4%	/	10%	0.4%	0.0%	5%
CCOC(=O)c1nn(-c2ccccc2C)c2nc(-c3ccc(Cl)cc3)c(C#N)c(=O)n12	-17%	-34%	1.1%	8%	i	9%	-2.1%	-0.3%	8%
Cc1nc(P(=O)(c2ccccc2)c2ccccc2)c(N2CCOCC2)o1	-1%	-10%	16%	8%	i	3%	-1.0%	-0.6%	-9%
COc1ccc(C(=O)NCCc2cc3ccc(C)c(C)c3[nH]c2=O)cc1OC	-19%	1%	-3.5%	0%	i	-4%	-2.0%	-1.2%	-5%
CC(C)(C)c1ccc(C(=O)O/N=C(\N)c2ccccc2)cc1	/	-16%	2.2%	/	/	-9%	1.8%	12%	-14%
Cc1ccccc1C(=O)NC(=S)Nc1sc2c(c1C#N)CCC(C)C2 (configuration not stated)	-4%	2%	1.0%	23%	/	-14%	2.1%	0.0%	-6%
Fc1ccccc1N1CCN(c2nc(-c3cccs3)nc3ccccc23)CC1	8%	-2%	0.5%	2%	i	48%	-1.2%	0.0%	-3%
CCC(C)c1ccccc1NC(=O)COC(=O)c1ccc2[nH]c3c(c2c1)CCCC3 (configuration not stated)	16%	/	-1.2%	0%	i	1%	0.5%	11%	-1%
COc1ccc(/C(N)=N/OC(=O)Oc2ccccc2)cc1	-1%	29%	0.0%	20%	i	-5%	-0.4%	0.0%	0%
C=CCN1C(=O)/C(=C\c2ccc(C)cc2)N=C1SCC(=O)NCCC	-21%	-1%	0.9%	-14%	i	-1%	7.6%	-0.2%	0%
Oc1ccc(-c2cn3ccccc3n2)cc1	-2%	14%	-0.5%	20%	i	36%	-2.4%	0.2%	-3%
CN(CCc1cn[nH]c1)Cc1nc(Cc2ccccc2)no1	-15%	-23%[20 µM]	/	2%	i	34%	0.8%	-0.7%	2%
